BoNT A protease: BoNT/A light chain protease inhibitors, primary screen, biochemical, flow cytometry, MLPCN library. AID 588499, 2011. Botulinum neurotoxin type A light chain protease (Clostridium botulinum A str. ATCC 3502). multiplex microsphere protease substrate cleavage. inhibition, % at 10 µM. 360,000 compounds, 0.17% hits; in the data active means inhibition above about 30%; inconclusive means no clear call, values can overlap the other calls; further: plate controls were buffer without enzyme for full effect and enzyme alone for no effect
Mtb BioA inh: M. tuberculosis BioA enzyme inhibitors, primary screen, biochemical, plate reader, single point, HTS | AID 602481, 2012 | 7,8-diaminopelargonic acid synthase BioA (Mycobacterium tuberculosis) | purified M. tuberculosis BioA enzyme | 360,000 compounds, 0.096% hits | inhibition, % at 9.99 µM; in the data active means inhibition above about 40%; inconclusive means no clear call, values can overlap the other calls
FBA Mtb inh: Mtb FBA enzyme inhibitors, primary screen, biochemical, fluorescence, strain H37Rv; AID 588726, 2011; Fructose-bisphosphate aldolase (Mycobacterium tuberculosis (strain ATCC 25618 / H37Rv)), …; 360,000 compounds, 2.3% hits; purified M. tuberculosis FBA, fluorescence read-out; inhibition, % at 1 µM; in the data active means inhibition above about 27%;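 further: 0% = vehicle and 100% = reference inhibitor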
Target sequence (P9WQA3 whole entry, looked up): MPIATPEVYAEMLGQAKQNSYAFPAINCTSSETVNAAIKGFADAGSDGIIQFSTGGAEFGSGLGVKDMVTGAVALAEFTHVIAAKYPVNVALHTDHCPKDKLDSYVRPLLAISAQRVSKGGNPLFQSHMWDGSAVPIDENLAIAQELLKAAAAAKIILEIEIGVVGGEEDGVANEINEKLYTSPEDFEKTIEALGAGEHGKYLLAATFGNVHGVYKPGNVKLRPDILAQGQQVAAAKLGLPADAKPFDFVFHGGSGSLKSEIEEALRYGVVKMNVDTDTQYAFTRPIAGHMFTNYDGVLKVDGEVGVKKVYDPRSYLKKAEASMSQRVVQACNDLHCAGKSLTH
BoNT F protease: BoNT/F light chain protease inhibitors, primary screen, biochemical, flow cytometry, MLPCN library; inhibition, % at 10 µM; Botulinum neurotoxin type F light chain protease (Clostridium botulinum); AID 588497, 2011; Multiplex microsphere protease cleavage assay; 360,000 compounds, 0.22% hits; in the data active means inhibition above about 35%, passing the limit was not always enough; inconclusive means no clear call, values can overlap the other calls; further: plate controls were buffer without enzyme for full effect and enzyme alone for no effect
GDH-TPI inh: GDH-TPI coupling enzyme inhibitors, primary screen, artefact control for M. tuberculosis FBA inhibitor project, biochemical, absorbance, full deck. 360,000 compounds, 1.2% hits. inhibition, % at 4.8 µM. GDH-TPI coupled enzyme counterscreen, NADH absorbance. AID 588335, 2011;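 further: 0% = DMSO wells and 100% = wells lacking the enzyme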
PrPC surface inh: inhibitors of human cell surface prion protein PrPC, primary screen, cell-based, TR-FRET; Major prion protein (Homo sapiens), P04156; TR-FRET read-out; inhibition, % at 13.8 µM; 370,000 compounds, 0.43% hits; AID 720596, 2013; in the data active means inhibition above about 24%; further: 0% = median of the test wells and 100% = reference compound wells
FadD28 binding: inhibitors of FadD28 bisubstrate probe binding, primary screen, biochemical, fluorescence polarization, single point; 360,000 compounds, 0.22% hits; Mycobacterium tuberculosis FadD28 fatty-acid-AMP ligase; inhibition, % at 12.5 µM; in the data active means inhibition above about 8.5%, passing the limit was not always enough; inconclusive means no clear call, values can overlap the other calls
UGM FP inh: M. tuberculosis UGM enzyme inhibitors, primary screen, biochemical, fluorescence polarization, single point. UDP-galactopyranose mutase (Mycobacterium tuberculosis (strain ATCC 25618 / H37Rv)), …. purified UGM, fluorescence polarization probe displacement. 320,000 compounds, 0.06% hits. inhibition, % at 10 µM; in the data active means inhibition above about 10%, passing the limit was not always enough; inconclusive means no clear call, values can overlap the other calls
Target sequence (P9WIQ1 whole entry, looked up): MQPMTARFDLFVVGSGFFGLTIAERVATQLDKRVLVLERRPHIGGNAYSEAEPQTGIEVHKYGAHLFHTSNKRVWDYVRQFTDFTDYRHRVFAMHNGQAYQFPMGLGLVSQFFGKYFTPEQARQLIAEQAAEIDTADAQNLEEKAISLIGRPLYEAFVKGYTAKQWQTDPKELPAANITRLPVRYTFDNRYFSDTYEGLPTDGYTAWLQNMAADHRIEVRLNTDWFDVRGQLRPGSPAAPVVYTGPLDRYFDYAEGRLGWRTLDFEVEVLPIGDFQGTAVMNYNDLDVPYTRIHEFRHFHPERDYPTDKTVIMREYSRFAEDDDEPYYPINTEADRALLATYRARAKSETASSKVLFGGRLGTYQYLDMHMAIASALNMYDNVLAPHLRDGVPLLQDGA
CCHFV vOTU inh: CCHFV vOTU protease inhibitors, primary screen, biochemical, Pep-AMC substrate, fluorescence. Crimean-Congo hemorrhagic fever virus L polyprotein viral ovarian tumor (vOTU) protease …. inhibition, % at 11.5 µM. 370,000 compounds, 0.55% hits. AID 651958, 2012; further: 0% = vehicle wells with enzyme and 100% = no enzyme wells
Active calls of the source: *; ? = inconclusive; . = not tested or not shown; & = joins results of further samples. Unless noted, no stated cut-off is given here; in the data, active means inhibition above about 30%; inactive means the rest.

Structure,BoNT F protease,CCHFV vOTU inh,FBA Mtb inh,Mtb BioA inh,PrPC surface inh,BoNT A protease,FadD28 binding,GDH-TPI inh,UGM FP inh
CC(NC(=O)CCNS(=O)(=O)c1ccccc1)c1ccccc1 (configuration not stated),-4,5,1,0.3,5,1.0,-1.3,8,0.8
COc1ccc(/C=N/NC(=O)c2cccc3ccccc23)c(OC)c1OC,-3,-6,2,-3.9,10,-0.4,2.4,23,-1.5
CCCN(C(=O)c1c(CC)noc1C)c1c(N)n(Cc2ccccc2)c(=O)[nH]c1=O,-6,-8,-1,-2.1,3,-3.2,-3.8,-5,0.1
CCCCn1c(N)c(N(CCOC)C(=O)COC(=O)Cc2cccc(OC)c2)c(=O)[nH]c1=O,?,-2,-1,.,-8,4.6,1.4,-5,5.5
Cc1ccc(-c2nnc3ccc(SCC(=O)N4CCCc5ccccc54)nn23)cc1,-7,2,-3,.,-7,-1.4,-3.9,1,2.9
CCc1nc(Cl)c(C#N)c2c1CCCC2,-1,-3,2,-3.8,-2,-0.2,0.1,-1,0.0
CC(=O)Nc1sc(C)c(C)c1C(=O)OCC(=O)N(CC(C)C)c1c(N)n(Cc2ccccc2)c(=O)[nH]c1=O,-169,6,2,-4.2,2,-115,-0.4,8,1.3
CCCCc1ccc(S(=O)(=O)N/N=C(/C)c2ccncc2)cc1,-3,-2,19,-0.9,5,0.8,3.0,-7,0.6
C/C(=N/Nc1ccc(C(=O)O)cc1)c1ccc2c(c1)Nc1ccccc1S2,4,17,5,.,-1,-0.3,20*,22,.
CC(C)N(Cc1ccccc1)C(=O)COC(=O)C1CCCCC1,-5,-14,-3,-0.7,3,-0.1,-4.1,0,0.0
CCC(C)(C)NC(=O)C(c1ccccc1Cl)N(C(=O)CCC(=O)Nc1cc(C)on1)C1CC1 (configuration not stated),-4,9,0,0.7,4,-2.3,-2.7,14,-0.1
O=C(Nc1ccncc1)Nc1ccccn1,4,-3,6,-0.1,0,-0.2,-4.2,-6,-2.6
COc1cc(/C=C2/C(=O)N(c3cccc(Br)c3)N=C2C)cc(OC)c1O,-9,92*,0,2.8,3,-4.8,3.6,9,-4.8
CC(C)(O)C#Cc1ccc(CNC[C@H]2O[C@@H](n3cnc4c(N)ncnc43)[C@H](O)[C@@H]2O)s1,-6,-3,-2,0.2,-5,-0.2,-0.6,9,.
CNC(=O)c1ccc(-c2cc3onc(-c4ccccc4)c3c(=O)n2C)cc1,-4,-9,0,1.6,10,-0.7,-0.2,1,2.0
CC(C)(C)OC(=O)C[C@@H]1C/C=C\C[C@@H](CC(=O)N(CCO)Cc2ccccc2)C(=O)NC[C@H](c2ccccc2)OC1=O,0,-1,1,1.1,-2,0.2,-2.9,1,-2.4
CC1CCN(C(=O)COC(=O)/C=C/c2ccc(Br)o2)CC1,4,18,0,1.0,-3,4.1,-1.3,16,-1.3
CCCCCCN1C[C@@H](n2cc(C3CC3)nn2)[C@H](O)C[C@@H]1c1ccccc1,-8,-1,1,1.6,3,-0.3,-2.3,16,.
CCn1c(SCc2ccc([N+](=O)[O-])cc2)nnc1C(C)NC(=O)c1ccc(C)cc1 (configuration not stated),-5,0,-4,-0.7,-9,-0.1,-3.0,2,-0.1
CCCCn1cc2c(c1-c1cccc(C)c1)c(=O)n(C)c(=O)n2C,-11,-2,1,.,-1,-0.2,-2.0,4,1.1
CCC(C)NC(=O)CCn1ccc2cc(S(=O)(=O)N3CCCC3)ccc21 (configuration not stated),4,-7,0,-1.1,3,2.0,-2.8,3,1.1
C[C@@H]1CN([C@H](C)CO)S(=O)(=O)c2ccc(Br)cc2O[C@H]1CN(C)C(=O)Nc1ccc(F)cc1,-6,-10,2,6.0&6.1,-7,-0.2,-0.4,4,.
CCCOc1ccccc1NC(=O)c1ccc(N)cc1,-12,-2,0,1.5,-2,0.4,-2.4,-1,-0.3
CN(C)CC1CCCCC1OC(=O)Cc1ccc(Cl)c([N+](=O)[O-])c1 (configuration not stated),-24,-4,0,-1.0,-7,0.4,0.4,-3,-0.3
Cc1cc(O)c(N=Nc2ccc(C(=O)O)cc2)cc1C,-6,8,0,-0.4,1,-0.3,-1.1,3,.
COc1ccc([C@H]2CC(=O)C=C(c3cccc(Cl)c3O)C2)cc1OC,-4,3,-3,4.0,-2,0.7,-4.4,5,-1.8
O=C(NCCc1c[nH]c2ccccc12)C1CCN(S(=O)(=O)c2ccc(F)cc2)CC1,-4,-10,3,0.4,16,-1.2,1.7,-1,-0.7
COc1ccc(CC(=O)OCC(=O)Nc2ccc3[nH]c(=O)[nH]c3c2)cc1OC,3,20,-1,-0.3,5,-0.2,0.4,-13,.
CCc1ccc(CN(C)C(=O)c2cc(COc3cccc4cnccc34)on2)cc1,-5,13,16,0.9,14,-3.4,-6.3,5,1.0
Cc1cc(C)c(OCCOCCN2CCNCC2)c(C)c1,-6,3,-3,-2.0,16,-0.2,2.5,-1,0.0
COc1ccc(-n2ncc(C(=O)N3CCN(c4ccc(F)cc4)CC3)c2C)cc1,?,-4,0,-2.2,5,1.9,-2.5,-1,-2.6
O=C(N=C1SC2CS(=O)(=O)CC2N1Cc1ccccc1)c1ccccc1 (configuration not stated),-7,-3,-5,-1.1,-7,-0.3,-0.5,-8,.
CCc1ccc(NC(=O)c2ccc3c(c2)C(=O)N(Cc2ccco2)C3=O)cc1,-3,-1,0,-1.0,10,-0.4,-1.0,5,-1.3
Cc1ccc(NC(=O)CSc2nc3c(c(=O)[nH]2)CCC3)c(C)c1,4,6,-7,-0.9,8,1.1,-4.1,-8,-0.4
Cc1nonc1NC(=O)CSc1nc(C23CC4CC(CC(C4)C2)C3)nc2ccccc12,3,-5,0,1.0,-7,-0.9,-0.7,16,2.8
O=c1oc(CCCO)cc2ccc(Br)cc12,0,27,1,0.9,14,0.5,-0.5,-4,1.4

A second format for part of the listing above.
O=C(N=C1SC2CS(=O)(=O)CC2N1Cc1ccccc1)c1ccccc1 (configuration not stated)
  BoNT F protease: -7; CCHFV vOTU inh: -3; FBA Mtb inh: -5; Mtb BioA inh: -1.1; PrPC surface inh: -7; BoNT A protease: -0.3; FadD28 binding: -0.5; GDH-TPI inh: -8; UGM FP inh: .

CCc1ccc(NC(=O)c2ccc3c(c2)C(=O)N(Cc2ccco2)C3=O)cc1
  BoNT F protease: -3; CCHFV vOTU inh: -1; FBA Mtb inh: 0; Mtb BioA inh: -1.0; PrPC surface inh: 10; BoNT A protease: -0.4; FadD28 binding: -1.0; GDH-TPI inh: 5; UGM FP inh: -1.3

Cc1ccc(NC(=O)CSc2nc3c(c(=O)[nH]2)CCC3)c(C)c1
  BoNT F protease: 4; CCHFV vOTU inh: 6; FBA Mtb inh: -7; Mtb BioA inh: -0.9; PrPC surface inh: 8; BoNT A protease: 1.1; FadD28 binding: -4.1; GDH-TPI inh: -8; UGM FP inh: -0.4

Cc1nonc1NC(=O)CSc1nc(C23CC4CC(CC(C4)C2)C3)nc2ccccc12
  BoNT F protease: 3; CCHFV vOTU inh: -5; FBA Mtb inh: 0; Mtb BioA inh: 1.0; PrPC surface inh: -7; BoNT A protease: -0.9; FadD28 binding: -0.7; GDH-TPI inh: 16; UGM FP inh: 2.8

(more compounds)
Structure,BoNT F protease,CCHFV vOTU inh,FBA Mtb inh,Mtb BioA inh,PrPC surface inh,BoNT A protease,FadD28 binding,GDH-TPI inh,UGM FP inh
CCOC(=O)c1oc2cc(O)ccc2c(=O)c1-c1ccc(OC)cc1,-4,14,3,.,-4,-0.9,-2.3,18,-3.1
CCc1ccc(NC2=NCC(=O)N2c2ccc3c(c2)OCCO3)cc1,-10,4,-4,0.7,0,0.3,-0.9,0,0.2
CN1CCC2(CC1)c1ccccc1-c1ccccc12,-7,-12,2,1.1,0,0.2,-1.1,15,.
C/C=C/c1ccc(OCCCCOc2c(OC)cccc2OC)c(OC)c1,1,-10,-2,0.3,1,0.5,-4.1,-12,-1.6
O=C(NCc1ccccc1)c1onc(CSc2ccc(Cl)cc2)c1C(=O)NCC1CC1,-12,10,0,-1.2,4,-0.1,-4.0,4,2.7
COc1cccc(NC(=O)c2cnsn2)c1,-2,.,-3,-0.5,.,-1.6,-1.7,10,-0.7
Cc1ccc(Cn2c(Sc3nccc(C)n3)nc3c2c(=O)[nH]c(=O)n3C)cc1,11,5,1,-4.5,7,-1.1,-1.6,9,2.2
CC(=O)NC(CC(=O)Nc1ccc(S(=O)(=O)Nc2nccs2)cc1)c1ccccc1 (configuration not stated),-13,-5,2,0.7,2,-0.2,-1.8,-1,.
Clc1ccc(Cn2nnc(-c3ccc(N4CCOCC4)cc3)n2)cc1,-17,12,1,.,-6,-2.1,-0.3,16,-0.8
COc1cc(NC(=O)N2CCc3nc(Nc4cc(Cl)cc(Cl)c4)ncc3C2)cc(OC)c1OC,-9,11,-3,-1.3,-10,0.2,-5.5,-10,.
COc1ccc(CC2NCCC3=CC(=O)CCC32)cc1O (configuration not stated),-5,-3,1,-0.2,-4,-0.4,-3.2,11,2.1
CSc1ccccc1OCc1cc(C(=O)N2CCC[C@H]2C(N)=O)no1,7,13,-2,0.4,3,1.3,-1.9,6,0.3
c1ccc2c(c1)[IH]c1ccccc1-2,-7,-5,-4,-1.1,35*,-0.1,-1.9,0,.
CCN(CC)C(=O)COc1coc(CN2CCN(c3ccccc3F)CC2)cc1=O,-2,-10,-2,-1.9,7,-1.1,0.5,3,-3.0
C=CCn1c(CCC)nc2ccccc21,0,-14,-1,.,-3,0.2,-1.8,8,-1.5
COc1cccc2cc(C(=O)N3CCN(C(=O)c4ccccc4)CC3)c(=O)oc12,-7,-16,-2,-1.0,-6,0.4,-0.4,5,1.2
COc1cc(NC(=O)c2ccccc2Cl)c2ncccc2c1,?,0,1,-0.1,-5,?,-2.6,14,0.8
O=C(NCc1cccnc1)c1cccc(S(=O)(=O)N2CCCCC2)c1,6,11,2,-1.0,-2,1.4,-1.4,0,1.2
CCOc1cc(-c2cc(-c3ccccc3)nc(N)c2C#N)ccc1O,-13,5,4,0.5,-16,0.9,-6.9,0,1.0

Screening results deposited in PubChem BioAssay by several laboratories.
